Compound activity deposited in PubChem BioAssay by NCI.
All columns: NCI-60 one-dose screen, growth in % after 48 h at 10 µM unless noted; 100 = growth as untreated, 0 = no growth, -100 = all killed.
NCI/ADR-RES: NCI/ADR-RES ovarian cells. 81,000 compounds, 4.4% hits. AID 1794790
OVCAR-4: OVCAR-4 ovarian cancer cells. 80,000 compounds, 3.7% hits. AID 1794784
IGROV1: IGROV1 ovarian cancer; 79,000 compounds, 4.7% hits
SN12C: SN12C renal cancer cells. 81,000 compounds, 3.8% hits
OVCAR-5: OVCAR-5 ovarian cancer. AID 1794783. 82,000 compounds, 2.9% hits
NCI-H23: NCI-H23 lung cancer; 80,000 compounds, 4% hits; AID 1794731
OVCAR-3: OVCAR-3 ovarian cancer; 79,000 compounds, 7% hits
SK-OV-3: SK-OV-3 ovarian cancer cells; AID 1794785; 80,000 compounds, 3.2% hits
NCI-H226: NCI-H226 lung cancer; 79,000 compounds, 3.5% hits; AID 1794732
The depositor's hits bear a star; nt = no result given; & = joins results of further samples; [ ] = another dose, or the depositor's remark. Rule for the calls: active = growth percent below 10; inactive = the rest.

Start of the data: the first 4 records, to show the layout:
SMILES	NCI/ADR-RES	OVCAR-4	IGROV1	SN12C	OVCAR-5	NCI-H23	OVCAR-3	SK-OV-3	NCI-H226
COc1ccccc1Cn1cc(C#N)c(N)c1C(=O)c1ccc(Cl)cc1Cl	64	36	88	77	86	nt	102	73	79
Cc1ccc(S(=O)(=O)O)c2ccccc12	109	132	nt	111	112	105	108	101	110
COc1ccc2nc([C@H]3C[C@H]3c3cc(OC)c4c(c3)OCO4)[nH]c2c1	101	102	109	98	101	99	110	110	88
CN1CCN(c2ccc(Nc3nc(NCCCNS(=O)(=O)c4ccc(C(F)(F)F)cc4)c4sccc4n3)cc2)CC1	-2.6*	-35*	-6.6*	-60*	-3.0*	2.3*	-74*	-37*	58

All compounds of this part, from the start:
SMILES	NCI/ADR-RES	OVCAR-4	IGROV1	SN12C	OVCAR-5	NCI-H23	OVCAR-3	SK-OV-3	NCI-H226
COc1ccccc1Cn1cc(C#N)c(N)c1C(=O)c1ccc(Cl)cc1Cl	64	36	88	77	86	nt	102	73	79
Cc1ccc(S(=O)(=O)O)c2ccccc12	109	132	nt	111	112	105	108	101	110
COc1ccc2nc([C@H]3C[C@H]3c3cc(OC)c4c(c3)OCO4)[nH]c2c1	101	102	109	98	101	99	110	110	88
CN1CCN(c2ccc(Nc3nc(NCCCNS(=O)(=O)c4ccc(C(F)(F)F)cc4)c4sccc4n3)cc2)CC1	-2.6*	-35*	-6.6*	-60*	-3.0*	2.3*	-74*	-37*	58
CC(C)CCN(CCC(C)C)CC(O)c1cc(-c2ccc(C(F)(F)F)cc2)nc(-c2ccc(C(F)(F)F)cc2)c1 (stereo not given)	96	102	96	83	79	99	94	93	82
CNN(C)c1c(C)cc(C)cc1C	106	115	101	115	99	105	103	101	99
COc1ccc(C23N=CC4(CCC(=O)N4c4ccccc4C2=O)O3)cc1 (stereo not given)	97	106	100	97	107	92	105	101	96
COc1ccc(-c2nc3ccccn3c2-c2nnc(-c3cc(OC)c(OC)c(OC)c3)o2)cc1	64	65	87	70	83	73	40	44	60
COC1(c2ccco2)OC1(C)C (stereo not given)	105	104	117	98	105	113	112	104	102
COc1ccc(Nc2ncnc3c2c(C)nn3-c2ccc([N+](=O)[O-])cc2)cc1	100	97	100	100	97	94	114	104	89
CC(SC(C)C(=O)N/N=C/c1cccc(Cl)c1)C(=O)N/N=C\c1cccc(Cl)c1 (stereo not given)	95	-11*	70	64	115	87	-30*	91	93
CCNc1nnnn1CC	110	110	115	93	115	107	109	109	102
Clc1ccc(C(c2c[nH]c3ccc(Br)cc23)N2CCCC2)cc1 (stereo not given)	88	100	49	84	92	85	88	99	89
O=C1[C@H]2Cc3c([nH]c4ccccc34)[C@@H](c3ccc(Cl)cc3)N2C(=O)CN1C1CCN(Cc2c(F)cccc2F)CC1	nt	64[4.17 µM]	41[4.17 µM]	66[4.17 µM]	79[4.17 µM]	nt	66[4.17 µM]	nt	61[4.17 µM]
Fc1ccc(N/N=C/c2ccc(-n3cccn3)cc2)cc1	88	96	78	108	112	91	94	85	92
CCCC(C)NCCNc1cc(OC)cc2cccnc12 (stereo not given)	95	83	113	85	104	107	100	107	112
CCN(CC)CCCC(C)Nc1ccccc1[N+](=O)[O-] (stereo not given)	112	122	113	97	96	98	112	106	94
CCC(=O)Nc1ccc(-c2nc(-c3cccc(OC)c3)c(-c3ccnc(Br)c3)[nH]2)cc1	68	47	81	68	87	77	65	101	55
Cc1ccc(/C=C2\SC(=S)N(c3ccc(F)cc3)C2=O)o1	73	14	91	87	102	88	79	92	72
CCCCCCCCCCCCCCCCCCOc1cccc(CCOP(=O)(O)OCC[N+](C)(C)C)c1	94	91	39	91	101	96	87	nt	95

Sorted by molar mass (falling): some entries from above.
SMILES	NCI/ADR-RES	OVCAR-4	IGROV1	SN12C	OVCAR-5	NCI-H23	OVCAR-3	SK-OV-3	NCI-H226
O=C1[C@H]2Cc3c([nH]c4ccccc34)[C@@H](c3ccc(Cl)cc3)N2C(=O)CN1C1CCN(Cc2c(F)cccc2F)CC1	nt	64[4.17 µM]	41[4.17 µM]	66[4.17 µM]	79[4.17 µM]	nt	66[4.17 µM]	nt	61[4.17 µM]
CCCCCCCCCCCCCCCCCCOc1cccc(CCOP(=O)(O)OCC[N+](C)(C)C)c1	94	91	39	91	101	96	87	nt	95
Clc1ccc(C(c2c[nH]c3ccc(Br)cc23)N2CCCC2)cc1 (stereo not given)	88	100	49	84	92	85	88	99	89
Fc1ccc(N/N=C/c2ccc(-n3cccn3)cc2)cc1	88	96	78	108	112	91	94	85	92
CCNc1nnnn1CC	110	110	115	93	115	107	109	109	102

(listing goes on)
SMILES	NCI/ADR-RES	OVCAR-4	IGROV1	SN12C	OVCAR-5	NCI-H23	OVCAR-3	SK-OV-3	NCI-H226
N#Cc1ccccc1NC(=O)c1cc(-c2ccc(F)cc2F)ccc1O	62	52	48	56	113	67	88	67	24
CCCC(O)(CCC)CC(C)(C)C	102	104	109	99	91	88	75	75	92
N#Cc1c(-c2ccc(Cl)cc2)nc(SCC(=O)Nc2nc(-c3ccccc3)cs2)[nH]c1=O	95	107	83	100	87	88	109	75	81
COc1ccccc1NC(=O)Oc1c(Cl)c(Cl)c(Cl)c(Cl)c1Cl	102	105	104	104	103	92	98	88	89
CCOC(=O)Cc1ccc([N+](=O)[O-])cc1	105	92	105	109	94	106	99	109	98
COc1cccc(O)c1CN1CCC2(CCCN(Cc3ccc(F)cc3)C2)C1 (stereo not given)	78	nt	74	91	107	87	95	100	nt
O=C(N=Nc1c(O)[nH]c2ccccc12)Nc1ccccc1	94	101	92	97	94	100	102	108	98
COc1cc(Nc2ncnc(Nc3ccc4c(n3)NC(=O)C(C)(C)O4)n2)cc(OC)c1OC	34	40	-46*	19	29	26	36	-20*	-28*
COc1cc(C(=O)C(=O)c2cc(OC)c(O)c(OC)c2)cc(OC)c1O	101	101	117	91	97	101	103	103	91
CC(=O)Nc1cc(F)c2c(c1F)Cc1cc(F)ccc1-2	100	85	84	76	97	87	99	99	89
COc1cc2nc3cc([N+](=O)[O-])ccc3c(NCCCNCCO)c2cc1OC	93	-47*	-30*	-33*	-15*	-29*	-45*	-59*	-40*
Cc1cc(O)ccc1SC#N	102	102	105	105	104	99	98	102	95
C=CCOc1ccc(C2CCCCC2)cc1	105	97	111	101	101	96	110	103	95
O=[N+]([O-])c1cccc([I+]c2ccccc2)c1	77	58	32	52	96	50	59	55	59
Nc1cc(Cl)c(Cl)cc1S(=O)(=O)O	99	100	102	104	97	98	101	87	102
CCOC(=O)c1[nH]n(-c2ccccc2)c(=O)c1/C=N/C(=S)Nc1ccccc1	98	104	96	102	117	98	108	101	97
COc1cc(C(=O)NNC(=O)c2ccc(NC(=O)CC#N)cc2)cc(OC)c1OC	107	113	99	104	112	95	106	84	96
COc1cccc(CC(C)=C(c2ccc(OCCN3CCOCC3)cc2)c2ccc(OCCN3CCOCC3)cc2)c1	91	94	105	94	93	87	92	93	50
Cc1nnc2c(N3N=C(C(=O)O)CCC3=O)nc3ccccc3n12	108	100	113	97	92	101	111	103	95
COc1cc(/C=C/C(=O)c2ccc(B(O)O)cc2)cc(OC)c1OC	90	87	85	72	97	71	62	83	82
Cc1cc(-n2ccc(N)nc2=O)ccc1F	106	111	nt	86	92	93	100	103	103
COc1ccc2nc3ccccc3c(NCc3ccc(C)cc3)c2c1	24	18	17	24	34	28	47	53	42
O=c1[nH]c2ccc(Cl)cc2cc1CSc1ccccc1Nc1nccc(-c2ccc(Cl)cc2)n1	117	89	83	87	114	nt	89	122	115
O=C(O)c1cnc(C2OCCO2)s1	104	103	103	102	92	103	101	105	106
Cc1cc(-c2ccc(Cl)cc2)n(Cc2nnc(SCC(=O)Nc3ccc(S(N)(=O)=O)cc3)o2)n1	90	86	89	89	98	87	nt	111	86
COc1cccc(-c2nc3sccn3c2-c2ccnc(NCCNS(=O)(=O)c3ccc(C(F)(F)F)cc3)c2)c1	20	16	45	41	88	54	41	41	35
COc1cc(C2NC(=O)NC(C)=C2C(=O)OC(C)C)cc(OC)c1OC (stereo not given)	95	107	104	108	103	94	104	111	101
O=C1/C(=C\c2cn(-c3ccccc3)nc2-c2ccc(-c3cccs3)cc2)CCc2ccccc21	35	75	56	67	95	71	47	87	74
O=Nc1c(-c2ccccc2)n(O)[n+]([O-])c1-c1ccccc1	103	100	106	103	108	93	113	102	nt
CCCCCCCCCCCCCC(=S)NCCCC[C@H](NC(=O)OCc1ccccc1)C(=O)Nc1ccccc1	35	55	54	27	89	37	22	78	61
O=C(CCCN1C(=O)c2ccccc2C1=O)Nc1nc2ccccc2[nH]1	92	97	47	88	83	89	114	98	81
O=C(Nc1cc(-c2cccnc2)nc(NCCCN2CCOCC2)n1)c1cc(Br)cc(C(F)(F)F)c1	57	62	63	67	81	81	80	92	74
COc1ccc(N=Nc2c(N)nn3c(N)c(C#N)c(-c4ccc(OC)cc4)nc23)cc1	104	108	101	106	110	102	112	107	97
C/C(=N\NC(=O)Nc1ccc(Cl)cc1)c1nnn(-c2ccc(Br)cc2)c1C	102	104	107	106	107	99	nt	118	104
N#C/C(=C\c1ccc(-c2cccc(C(F)(F)F)c2)o1)c1nc(-c2ccc(F)cc2)cs1	94	103	84	94	96	86	110	99	107
COc1ccc(C2=NN(C(C)=O)C(c3cn(-c4cccc(Cl)c4)nc3-c3ccc(OC)cc3)C2)cc1 (stereo not given)	106	96	92	91	92	91	108	94	93
COc1ccc(-c2sc3nc(-c4ccc(F)cc4)c(/C=C/c4cc(OC)c(OC)c(OC)c4)n3c2-c2ccc(OC)cc2)cc1	101	99	103	96	89	102	100	100	84
CCCCCN(CCCCC)CC(=O)OCC	104	106	112	100	104	90	104	98	101
O=C(CC1Sc2ccccc2NC1=O)NNc1ccc(F)cc1 (stereo not given)	44	72	70	89	76	95	85	93	84
CCOC(=O)c1c2c(c(-c3ccc(OC)cc3)n1Cc1ccccc1OC)CCCc1cnoc1-2	86	79	93	93	97	90	nt	92	84
CSc1nc(NCC(C)C)c(C#N)c(-c2cccc([N+](=O)[O-])c2)n1	94	79	100	99	94	97	117	101	96
NCCCc1nnc(CCC(=O)c2nc3ncccc3[nH]2)o1	95	105	100	90	101	94	102	102	94
Cn1c(=O)c2[nH]c(/N=N/SCCC(=O)O)nc2n(C)c1=O	101	105	103	102	96	101	108	91	108
Cc1noc(N)c1C(=O)Nc1ccc(Cl)cc1	115	112	107	102	103	111	116	109	112
CCCC[N+](CCCC)=c1ccc2nc3c(C)cc(N(CC)CC)cc3sc-2c1	-12*	23	43	-3.3*	4.5*	-36*	-23*	-8.7*	18
O=C1CSC(=S)N1Nc1ccccc1	106&94	126&104	105&99	109&94	100&103	102&103	101&126	97&104	95&106
CC(C)=CCC[C@](C)(O)[C@H]1CC[C@]2(C)[C@@H]1CC[C@@H]1[C@@]3(C)CCC(NC(=O)c4ccccc4C(=O)O)C(C)(C)[C@@H]3CC[C@]12C (stereo not given in full)	98	105	102	93	95	86	nt	104	90
CCOC(=O)C1=C(C)N=C2Sc3ccccc3N2C1c1cn[nH]c1-c1ccc(Cl)cc1 (stereo not given)	92	101	100	92	102	101	97	79	89
CC/C=C\C[C@H](O)C/C=C1/C(=O)C=C[C@@H]1C/C=C\CCCC(=O)N(C)C	17	44	11	-9.2*	19	-27*	8.7*	22	-51*
CCc1c(C)c2cc3[nH]c(=S)oc3c(C)c2oc1=O	92	96	96	95	108	93	103	93	97

(listing goes on)
SMILES	NCI/ADR-RES	OVCAR-4	IGROV1	SN12C	OVCAR-5	NCI-H23	OVCAR-3	SK-OV-3	NCI-H226
Cc1ccc(C(O)(CBr)CC(Cl)(Cl)Cl)cc1 (stereo not given)	108	106	100	106	102	101	100	95	99
Cn1cnc2c(N3CCN(C(=O)OCc4ccc5c(Br)cc(Br)c(O)c5n4)CC3)nc(Cl)nc21	28	28	54	41	68	49	53	73	52
CCOCc1nc2ccccc2c(=O)[nH]1	103	113	97	98	106	95	109	108	92
CCOC(=O)c1c(NC(=O)c2cccc(C(F)(F)F)c2)sc2cc(N3CCCC3)ccc12	99	106	91	96	100	106	112	95	100
NC(=S)N/N=C/c1ccccc1O	100	93	109	100	107	93	71	106	99
CN(C)CCC/C=N/Nc1ccc(Cl)cc1[N+](=O)[O-]	108	100	117	104	113	88	110	115	87
O=C(CNc1ccncc1)Nc1ccccc1C(=O)O	106	91	100	95	102	99	104	118	89
CCCCCCCCCN1C(=O)/C(=c2\sc3n(c2=O)C2C(NN=3)N(CC)C(=O)N2CC)c2ccccc21 (stereo not given)	47	13	54	66	81	10	21	94	90
CN(C)c1ccc2c(c1)CN1C(=O)c3ccccc3C1=N2	91	114	99	96	102	91	105	93	84
CC(=O)Nc1cccc(Nc2nc(-c3ccc(Cl)cc3)n3ncc(C#N)c3n2)c1	76	70	73	79	95	72	80	73	83
Cc1c(N=NC2C(=O)NN(c3nc(-c4ccco4)c(C#N)c(=O)n3C)C2=O)c(=O)n(-c2ccccc2)n1C (stereo not given)	88	92	81	100	90	99	103	108	103
CN1CCN(CCCOc2ccc3nc(Nc4ccc(F)c(F)c4)ccc3c2)CC1	71	51	59	68	41	51	67	50	63
Nc1nc(-c2cc(-c3cccs3)nc(N)n2)cc(-c2cccs2)n1	101	112	114	96	96	102	122	88	96
CSCCC(NC(=O)c1ccccc1)C(=O)N/N=C1\S/C(=C/c2ccccc2F)C(=O)N1C (stereo not given)	97	106	111	92	89	95	101	87	106
COc1ccc(/C(C)=N\O)cc1	102	102	105	108	109	94	106	94	107
CC1NC(=O)C(C)NC1=O (stereo not given)	104	105	115	100	99	100	124	104	101
C=CCN1C(=O)/C(=c2\sc3n(c2=O)C2C(NN=3)N(CC)C(=O)N2CC)c2ccccc21 (stereo not given)	-1.0*	66	35	36	45	27	-11*	34	63
